Source: PubChem BioAssay (National Center for Advancing Translational Sciences (NCATS))
PGK inhibitor = qHTS Assay to Find Inhibitors of Phosphoglycerate Kinase; Potency, µM (highest dose often 57.5 µM), inactives show at the top dose activity change, negative = inhibition, usual class: inhibitors; PGK/GAPDH coupled, Kinase-Glo luminescence, 60 min; 380,000 tested, 0.043% active; Phosphoglycerate kinase, glycosomal (Trypanosoma brucei brucei), P07378; note: potency is the fitted concentration of half-maximal effect; % is set by controls: 0 for no effect and ±100 for the full control effect; nearly all actives have a fitted effect of over 60% in size
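Recombinant glycosomal PGK reaction used 1,3-bisphosphoglycerate generated in-well by GAPDH (100nM final) in 100mM TEA pH 7.6, 5mM MgCl2, 0.01% Tween-20. After 60 minutes at room temperature, ATP was read by Kinase-Glo Plus luminescence end-point.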
POLH inh = qHTS for Inhibitors of Polymerase Eta; DNA polymerase eta (Homo sapiens), Q9Y253; recombinant Pol eta, fluorescent DNA replication assay; Potency, µM (top dose mostly 114 µM), for the others: at the highest dose activity change, negative = inhibition, actives largely listed as inhibitors; 390,000 tested, 1.2% active; note: potency is the fitted concentration of half-maximal effect; % is set by controls: 0 for no effect and ±100 for the full control effect
Target sequence (Q9Y253 whole entry, looked up): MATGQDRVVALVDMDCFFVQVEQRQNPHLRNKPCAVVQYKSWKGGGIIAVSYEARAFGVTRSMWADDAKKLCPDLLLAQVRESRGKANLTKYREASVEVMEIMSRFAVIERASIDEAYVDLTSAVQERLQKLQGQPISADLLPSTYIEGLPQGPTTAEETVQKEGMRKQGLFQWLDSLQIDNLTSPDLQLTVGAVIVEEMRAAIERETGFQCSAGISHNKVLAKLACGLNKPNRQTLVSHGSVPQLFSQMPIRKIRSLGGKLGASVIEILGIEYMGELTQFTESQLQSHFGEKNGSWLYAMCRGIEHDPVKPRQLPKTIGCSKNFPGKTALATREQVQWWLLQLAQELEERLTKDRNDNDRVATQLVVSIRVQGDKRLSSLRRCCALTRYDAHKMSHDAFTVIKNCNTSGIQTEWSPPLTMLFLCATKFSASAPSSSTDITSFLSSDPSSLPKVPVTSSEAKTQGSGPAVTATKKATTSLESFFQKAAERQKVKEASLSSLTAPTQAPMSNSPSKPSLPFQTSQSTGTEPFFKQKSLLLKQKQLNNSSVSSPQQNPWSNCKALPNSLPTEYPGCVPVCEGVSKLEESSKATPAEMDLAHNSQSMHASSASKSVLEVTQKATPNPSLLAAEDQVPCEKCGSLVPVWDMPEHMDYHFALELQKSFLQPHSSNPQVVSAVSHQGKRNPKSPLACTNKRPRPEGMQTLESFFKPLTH
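Pol eta at 10 nM preincubated with compounds 15 min at room temperature; reaction started with fluorescent substrate (50 nM final) and read kinetically at 0 and 10 min.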
BLM helicase inh = qHTS Assay for Inhibitors of Bloom's syndrome helicase (BLM); 350,000 tested, 0.2% active; recombinant BLM DNA unwinding, fluorescence dequenching; RecQ-like DNA helicase BLM (Homo sapiens), P54132; Potency, µM (top dose mostly 56.1 µM), inactives show top-dose activity change, negative = inhibition, most hits filed as inhibitors;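 note: potency is the fitted concentration of half-maximal effect; plate controls were vehicle for no effect and no enzyme for full effect; nearly all actives have a fitted effect of over 35% in size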
APEX1 inh = qHTS Assay for Inhibitors of the Human Apurinic/apyrimidinic Endonuclease 1 (APE1); DNA repair nuclease/redox regulator APEX1 (Homo sapiens), P27695; Potency, µM (doses to about 65.8 µM), for inactives: at the highest dose activity change, negative = inhibition, usual class: inhibitors; AID 2517, 2012; 350,000 tested, 0.35% active; recombinant APE1, TAMRA/BHQ-2 abasic DNA cleavage fluorescence;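 note: potency is the fitted concentration of half-maximal effect; plate controls were vehicle for no effect and reference inhibitor for full effect; nearly all actives have a fitted effect of over 55% in size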
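Step 1: APE1 (0.75 nM) with compound, 15 min RT. Step 2: add 50 nM fluorophore/quencher THF duplex. Step 3: three fluorescence reads 60 s apart (525/598 nm); read 3 minus read 1 = reaction progress.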
POLI inh = qHTS for Inhibitors of Polymerase Iota. DNA polymerase iota (Homo sapiens), Q9UNA4. Pol iota fluorescent replication assay, 10 min. Potency, µM (titrated, usually from 115 µM), for the others: at the top dose activity, negative = inhibition, hits mostly inhibitors. 390,000 tested, 1% active. AID 588590, 2011; note: potency is the fitted concentration of half-maximal effect
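Fluorescent replication assay read twice, at 0 min and 10 min after adding 50 nM (final) substrate. Enzyme (10 nM) and compounds were first incubated 15 min at room temperature; enzyme-free buffer wells were negative controls.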
Anesthetic bind = qHTS Assay for Identification of Novel General Anesthetics | Ferritin light chain (Equus caballus), P02791 | apoferritin/1-aminoanthracene competitive binding, fluorescence | Potency, µM (titrated, usually from 77.5 µM), for the others: at the top dose activity change, negative = displacement, most hits filed as inhibitors | 350,000 tested, 0.074% active; note: potency is the fitted concentration of half-maximal effect; % is set by controls: 0 for no effect and ±100 for the full control effect; nearly all actives have a fitted effect of over 20% in size
Target sequence (P02791 2-175 limits assumed): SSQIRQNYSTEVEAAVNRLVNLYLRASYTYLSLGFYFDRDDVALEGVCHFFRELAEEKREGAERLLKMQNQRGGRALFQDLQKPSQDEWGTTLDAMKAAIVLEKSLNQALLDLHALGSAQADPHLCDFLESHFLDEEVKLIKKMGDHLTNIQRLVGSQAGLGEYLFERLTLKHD
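Read-out: endpoint 1-AMA fluorescence, excitation 380 nm and emission 535 nm, after compounds sit 10 min at room temperature with 10 uM horse-spleen apoferritin in 50% saturated 1-AMA/PBS. Values come from four-parameter Hill fits.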
POLB inh = qHTS Assay for Inhibitors of DNA Polymerase Beta | P06746 | Pol beta primer extension/strand displacement, fluorescence kinetic | Potency, µM (highest dose often 114 µM), without a hit: top-dose activity change, negative = inhibition, most hits filed as inhibitors | 340,000 tested, 1.3% active; note: potency is the fitted concentration of half-maximal effect; % is set by controls: 0 for no effect and ±100 for the full control effect
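Homogeneous kinetic assay of primer extension and strand displacement by 10 nM Pol beta, preincubated 15 min at room temperature with compound before 50 nM substrate (final) was added. Read at 0 and 10 min; four-parameter Hill fit.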
POLK inh = qHTS for Inhibitors of Polymerase Kappa | DNA polymerase kappa (Homo sapiens), Q9UBT6 | purified Pol kappa, fluorescent DNA synthesis assay, 10 min | Potency, µM (titrated, usually from 107 µM), for inactives: at the highest dose activity, negative = inhibition, usual class: inhibitors | 400,000 tested, 0.53% active | AID 588579, 2011; note: potency is the fitted concentration of half-maximal effect; % is set by controls: 0 for no effect and ±100 for the full control effect
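50 nM final substrate added after 15 min RT preincubation of 10 nM Pol kappa with compound; fluorescence read at 0 and 10 min.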
RXFP1 antag = qHTS Assay for Antagonists of the Relaxin Receptor RXFP1 | Relaxin receptor 1 (Homo sapiens), Q9HBX9 | HEK293-RXFP1, relaxin-stimulated cAMP HTRF, 30 min; active compounds read low | activity change, negative = inhibition, % at 57.5 µM | 350,000 tested, 0.59% active | AID 1259400, 2018;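 active = activity change of -60% or lower, but not beyond a set lower limit; inconclusive = change between -60% and -40%, or beyond the set limit; inactive = change above -40%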; note: % is set by controls: 0 for no effect and ±100 for the full control effect
An asterisk follows results filed as active; i = inactive; ? = inconclusive; / = not tested or not shown; & = joins results of further samples; [ ] = dose if it differs, or a comment. Unless noted, calls come from the whole dose curve; as a rule, active = well fitted curve in the direction sought with a large enough effect; inconclusive = small, poorly fitted or top-dose-only effect, or another doubt; inactive = no such curve, though single readings can be large; an effect the other way counts as inactive or inconclusive. This is a subset. The share of hits here may be higher or lower than overall.

SMILES	PGK inhibitor	POLH inh	BLM helicase inh	APEX1 inh	POLI inh	Anesthetic bind	POLB inh	POLK inh	RXFP1 antag
Cn1cnc([N+](=O)[O-])c1Oc1ccc2ccccc2c1	-2%	-12%	-4%	-3%	-1%	-5%	-2%	-19%	7
CC(C)c1nnc(SCC(=O)NC2CCCCC2)n1C	3%	-17%	-1%	-3%	13%	-4%	?	-2%	25
Cc1ccc(NC2=C(Cl)C(=O)OC2NC(=O)c2ccccc2)cc1 (stereo not drawn)	5%	6%	2%	3%	14%	-11%	-1%	-7%	-8
CCCn1c(SCC(N)=O)nc2c(c1=O)C1(CCCC1)Cc1ccccc1-2	-10%	-18%	-10%	1%	71%[activator]	-17%	33%	-14%	10
Cc1csc(NC(=O)c2cc([N+](=O)[O-])cc([N+](=O)[O-])c2)n1	-5%	-20%	-8%	14%	1%	0%	-12%	1%	-4
COC(=O)N/N=C(\C)c1cccs1	-11%	-15%	-2%	5%	-16%	3%	-6%	-7%	-2
O=c1c(-c2ccccc2Cl)c[nH]n1-c1ccccc1	-6%	11%	0%	17%	7%	-5%	20%	2%	20
Cc1ccc2nc(SCC(=O)NCCc3ccccc3)nc(=O)n2c1	6%	-3%	/	-4%	26%	/	/	4%	7
COc1ccc(-n2c(=S)[nH]c(=O)c3cccnc32)cc1	8%	-18%	-1%	13%	2%	4%	-2%	3%	-23
CS(=O)(=O)Nc1ccc(C(=O)N2CC(=O)Nc3ccccc32)cc1	-4%	-22%	-2%	11%	182%[activator]	-2%	81%	-15%	-9
CN1CC(C(=O)Nc2ccc(F)c(Cl)c2)CC1=O (stereo not drawn)	i	-8%	-2%	2%	69%[activator]	6%	49%	-11%	-1
CSCCC(NC(=O)COc1ccccc1)C(=O)N(C)Cc1ccc(SC)cc1 (stereo not drawn)	i	-6%	/	2%	0%	/	/	-23%	-17
Cc1ccc(-c2nnc(Nc3ccc(O)cc3)c3ccccc23)cc1S(=O)(=O)N1CCCCC1	6%	-13%	-12%	/	-2%	-22%	0%	-18%	-19
COc1ccc2c(c1)CC1c3c(cc4c(c3-2)OCO4)CC[N+]1(C)[O-] (stereo not drawn)	2%	-6%	21%	-2%	?	-6%	?	-24%	/
O=C(/C=C/c1cccs1)Nc1nc(-c2ccccc2)cs1	-5%	-7%	0%	-5%	14%	6%	4%	-11%	1
O=C(NCCn1cc(SCc2ccc(F)cc2)c2ccccc21)c1c(F)cccc1F	-3%&0%	?	-13%&-13%	1%	11%&-13%	75%&56%[activator]	-25%&11%	-4%&-16%	-1
COc1ccc(CN2CCCCC2C(=O)Nc2ccc(OC)c(OCC(C)C)c2)cc1OC (stereo not drawn)	/	-15%	-8%	-4%	4%	0%	16%	3%	-12
NS(=O)(=O)c1ccc(NC(=O)N2c3ccccc3Sc3ccccc32)cc1	i	-6%	2%	?	-30%	?	0%	-3%	-32
CCC(=O)Nc1nc(C)c(Oc2ccccc2)c(=O)[nH]1	-9%	5%	0%	12%	17%	-5%	12%	-3%	-17
Cc1ccc(/C=N/NC(=O)c2ccco2)s1	-3%	6%	-3%	-1%	1%	-13%	0%	-8%	-5
Cc1ccc(C(=O)N/C(=C/c2cccnc2)C(=O)N2CCCCCC2)cc1	15%	-14%	-13%	10%	9%	-14%	27%	-2%	-14
CC(C)[C@H](NC(=O)[C@@H]1CSC2c3ccccc3C(=O)N21)C(=O)NCc1ccco1 (stereo partly drawn)	-3%	-11%	-1%	6%	36%[activator]	-8%	0%	-18%	4
c1coc(C2Nc3cccc4cccc(c34)N2)c1	/	/	?	1%	/	?	?	/	/
CC[C@]12c3[nH]c4cc(-c5ccco5)ccc4c3CCN1C(=O)[C@@H](CC(=O)NCCC1=CCCCC1)C[C@@H]2C(=O)N1CCN(C(=O)c2ccco2)CC1	-12%	-10%	/	-14%	7.9µM*	/	/	28µM*	/

Sorted by the number under POLK inh (descending): some entries from above
SMILES	PGK inhibitor	POLH inh	BLM helicase inh	APEX1 inh	POLI inh	Anesthetic bind	POLB inh	POLK inh	RXFP1 antag
Cc1ccc(C(=O)N/C(=C/c2cccnc2)C(=O)N2CCCCCC2)cc1	15%	-14%	-13%	10%	9%	-14%	27%	-2%	-14
CCC(=O)Nc1nc(C)c(Oc2ccccc2)c(=O)[nH]1	-9%	5%	0%	12%	17%	-5%	12%	-3%	-17
Cc1ccc(/C=N/NC(=O)c2ccco2)s1	-3%	6%	-3%	-1%	1%	-13%	0%	-8%	-5
Cc1ccc(-c2nnc(Nc3ccc(O)cc3)c3ccccc23)cc1S(=O)(=O)N1CCCCC1	6%	-13%	-12%	/	-2%	-22%	0%	-18%	-19

(continued)
SMILES	PGK inhibitor	POLH inh	BLM helicase inh	APEX1 inh	POLI inh	Anesthetic bind	POLB inh	POLK inh	RXFP1 antag
Oc1ccccc1-c1cc(-c2ccccc2Cl)[nH]n1	17%	-15%	-10%	-3%	5%	?	8%	-13%	-7
CCn1c(COc2cccc3cccnc23)nnc1SC(F)F	0%	4%	-2%	1%	?	-5%	1%	-9%	10
O=C(CCSc1ccc(Cl)cc1)NCc1ccncc1	-7%	-10%	-1%	2%	?	0%	-2%	11%	-7
COc1ccc(C(=O)NCc2csc(C)n2)cc1OC1CCN(C(C)=O)CC1	7%	-12%	/	/	20%	/	/	-8%	7
CCOC(=O)Nc1ccc2c(c1)nc(CN1CCN(C(C)=O)CC1)n2C	-6%	-5%	0%	-2%	33%[activator]	-2%	-3%	-4%	-2
Cc1ccc(/C=C2\SC(=O)N(CCNC(=O)C3CSC4(C)CCC(=O)N34)C2=O)cc1 (stereo not drawn)	5%	-20%	/	8%	32%[activator]	/	/	2%	-15
O=C(c1nc2ccccn2c1CNCCOc1cccnc1)N1CCOCC1	-3%	0%	-1%	11%	20%	-9%	33%	8%	-19
CCOc1ccccc1-n1c(SCC(=O)N2CCCc3ccccc32)nnc1-c1cccnc1	4%	-6%	3%	1%	24%	4%	-34%	-6%	-9
CC(=O)c1ccc(NC(=O)C(NC(=O)c2ccccc2)=C(C)C)cc1	-4%	8%	-4%	-2%	5%	-6%	16%	-11%	-3
CC(C)C12CN3CCN(CC(C3)/C1=N\NC(=O)Nc1ccccc1)C2	i	-10%	-1%	1%	13%	8%	0%	-14%	-6
CCSc1ncnc2sc(C)c(C)c12	4%	-6%	-5%	6%	-1%	-7%	10%	-8%	-3
CCNS(=O)(=O)c1ccc(CCC(=O)Nc2ccccc2C(=O)OC)cc1	-9%	-20%	3%	-1%	3%	-7%	-1%	-6%	-5
CCN(CC)c1nc(-c2nn[nH]n2)nc(N(CC)CC)n1	i	1%	0%	-1%	-2%	3%	-3%	-12%	0
Cc1ccc(-c2nn(CCC(=O)Nc3cccnc3)c(=O)c3ccccc23)cc1	-9%	-4%	4%	3%	42%[activator]	1%	6%	-10%	6
CCOC(=O)C/C(C)=N/NC(=O)Nc1ccccc1	i	-17%	-4%	-4%	?	-18%	8%	-4%	-9
N#Cc1cncc(C#Cc2ccccc2)c1	12%	-23%	-2%	18%	61%[activator]	-18%	4%	-17%	11
CCCOc1ccc(C(=O)N2CCCc3ccccc32)cc1	0%	-4%	-4%	-1%	8%	5%	?	-17%	-22
COc1ccc(OC)c(/C=N/NC(=O)C(=O)N2CCCC2)c1	i	-5%	-2%	6%	-29%	-6%	4%	9%	-5
Cc1ccc(Cl)cc1NC(=O)CCN1C(=O)C2C3CCC(C3)C2C1=O (stereo not drawn)	-7%	-19%	-1%	0%	17%	-7%	18%	-5%	-2
CC(=O)Nc1ccccc1N(C)S(=O)(=O)c1ccc(C)cc1	-8%	-12%	-1%	6%	10%	-3%	41%	4%	-4
COC(=O)C1CN(C(=O)COc2ccc(Cl)cc2Cl)c2ccccc2O1 (stereo not drawn)	i	-16%	-12%	-16%	22%	-5%	12%	1%	-7
CC(CCc1ccccc1)NC(=O)[C@@H]1Cc2ccccc2CN1 (stereo partly drawn)	/	-1%	-5%	-8%	-7%	-12%	18%	-15%	-2
Cc1cc(OC(C)C(=O)NNC(=O)Nc2ccc(F)cc2F)cc(C)c1Cl (stereo not drawn)	12%	-3%	-6%	-1%	10%	?	-4%	-6%	-2
CC1(c2ccc([N+](=O)[O-])cc2)NC(=O)N(CC(=O)Nc2cccnc2Cl)C1=O (stereo not drawn)	-3%	0%	/	2%	2%	/	/	-8%	2
Cc1c(OCC(=O)N2CCC(C(=O)O)CC2)ccc2c3c(c(=O)oc12)CCCC3	i	6%	0%	49%	46%[activator]	-6%	22%	13%	/
CC(C)NC(=O)N(C)C[C@H]1Oc2c(NC(=O)Nc3ccc(C(F)(F)F)cc3)cccc2C(=O)N([C@H](C)CO)C[C@@H]1C	0%	-19%	/	-18%	16%	/	/	8%	/
COc1cccc(NC(=O)C(C)SCc2ccccc2)c1 (stereo not drawn)	-5%	-21%	-3%	-9%	1%	2%	21%	9%	7
CN(C(=O)C1CCN(S(=O)(=O)c2cccc3nonc23)CC1)C1CCCCC1	-1%	-6%	1%	-7%	-27%	-9%	14%	-5%	25
Cc1cccc(NC(=O)CNC(=O)Cc2ccc3c(c2)OCCO3)c1C	0%	-9%	/	55%[activator]	17%	/	/	-17%	6
CCn1c(SC)nc2cc(S(=O)(=O)N3CCCCC3)ccc21	i	-12%	/	4%	3%	/	/	16%	-27
COC(=O)c1ccc(OCC2c3cc(OC)c(OC)cc3CCN2C(=O)Cc2ccc(OC)cc2)cc1 (stereo not drawn)	-3%	-15%	-9%	/	-17%	42%[activator]	?	-5%[60.1 µM]	/
